Rin1 Abl inh – human Rin1-Abl interaction inhibition; actives 0.4% (n = 360,000); P00519+Q13671; TR-FRET Rin1/Abl binding, biochemical; AID 588664; inhibition, % at 7.35 µM; in the data active = inhibition above about 5%, passing the limit was not always enough
MT1-MMP act inh – blocks activation of human MT1-MMP | HT1080 RFP-PRO-GFP cells, GFP/RFP ratio fluorescence, overnight; percent of plate control window, DMSO zero | actives 0.061% (n = 360,000) | GFP/RFP ratio change, % at 20 µM;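 active = GFP/RFP ratio change of at least 30% with cell ATP level not reduced by more than half and red fluorescence within 50% of control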; note: strong numbers were not always called active
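Test system: HT1080 RFP-PRO-GFP cells; Benchmarks: DMSO and RFP-L50D-GFP cell wells; Timing: cells overnight before dosing, compound overnight, 37 °C, 5% CO2; Compound: one 20 µM compound dose with 1% DMSO; Read-out: GFP/RFP fluorescence ratio.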
SKN-1 block – blocks SKN-1 activity in C. elegans. inhibition, % at 21.8 µM. AID 624304. actives 0.49% (n = 360,000). C. elegans VP596 Pgst-4::GFP/RFP ratio, acrylamide-induced, 24 h;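 active = interference check ratio from 0.5 to 1.5 plus GFP to RFP signal ratio inhibition reaching or exceeding a fixed threshold, cut at about 30% in these data, passing the limit was not always enough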; note: some compounds called inactive have numbers as strong as hits
FAS-TE inh – inhibitors of human fatty acid synthase thioesterase domain. inhibition, % at 15 µM. AID 602261. actives 0.67% (n = 360,000). recombinant FAS-TE, OMFH fluorogenic substrate, fluorescence endpoint. P49327;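 active = compounds whose normalised, plate-corrected inhibition of enzyme fluorescence in the single-dose primary screen is 50% or more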;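 note: 0% = DMSO with enzyme and 100% = substrate without enzyme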
MLLE-PAM2 inh – blocks PAM2 peptide binding to the PABP1 MLLE domain; P11940; actives 0.36% (n = 360,000); AID 588489; inhibition, % at 20 µM; GST-MLLE / FITC-PAM2 fluorescence polarization; in the data active = inhibition above about 35%, passing the limit was not always enough;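 note: plate controls were DMSO wells with GST-MLLE for no effect and wells lacking GST-MLLE protein for full effect; some results filed as inactive read as strong as hits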
NadD block – NadD (S. aureus) enzyme inhibition | purified NadD enzyme, colorimetric absorbance read-out | inhibition, % at 20 µM | actives 0.78% (n = 360,000) | AID 602399; in the data active = inhibition above about 26%; note: some compounds past the cut are filed as inactive
Neddyl block – inhibitors of human cullin neddylation. P61081+Q13564. TR-FRET cullin neddylation, biochemical. calls only at 25 µM. actives 0.58% (n = 360,000); in the data active = inhibition above about 36%
CSN inh – blocks human CSN-mediated cullin deneddylation | AID 651999 | inhibition, % at 12.5 µM | Purified CSN, SCF-Nedd8-OG deneddylation, fluorescence polarization | actives 0.38% (n = 360,000);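 active = pattern-corrected inhibition above about 35%, with an unprinted fluorescence ratio check between 0.5 and 1.5, limit read from the data, passing the limit was not always enough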;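 note: 0% = enzyme with substrate and 100% = substrate without enzyme; some results filed as inactive read as strong as hits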
Target sequence (Q92905 whole entry, looked up, one chain of several): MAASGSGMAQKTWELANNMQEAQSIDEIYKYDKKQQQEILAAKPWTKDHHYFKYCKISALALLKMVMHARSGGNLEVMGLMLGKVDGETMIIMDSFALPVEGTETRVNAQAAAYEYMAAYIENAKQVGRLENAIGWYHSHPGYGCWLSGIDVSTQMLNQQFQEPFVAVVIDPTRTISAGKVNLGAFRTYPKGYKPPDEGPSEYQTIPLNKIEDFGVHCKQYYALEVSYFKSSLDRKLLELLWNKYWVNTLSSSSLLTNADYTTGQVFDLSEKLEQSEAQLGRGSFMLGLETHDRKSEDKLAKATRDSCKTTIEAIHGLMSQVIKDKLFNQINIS
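Test system: Human Csn5 produced in HEK293T cells | Compound: 12.5 µM single point | Times: 90 min, room temperature | Signal: Fluorescence polarization readout | Read-out basis: % inhibition of substrate cleavage by Csn5 | Controls: no-enzyme wells high, enzyme-with-substrate wells low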
Rpn11 inh – Rpn11 (human) deubiquitinase inhibition. actives 0.59% (n = 360,000). human 26S proteasome, Ub4-pepOG fluorescence polarization; 20S core pre-blocked with epoxomicin. calls only at 20 µM;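 active = inhibition at 20 µM, scaled to each plate's controls, above about 33%, limit read from the data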
Target sequence (O00487 whole entry, looked up): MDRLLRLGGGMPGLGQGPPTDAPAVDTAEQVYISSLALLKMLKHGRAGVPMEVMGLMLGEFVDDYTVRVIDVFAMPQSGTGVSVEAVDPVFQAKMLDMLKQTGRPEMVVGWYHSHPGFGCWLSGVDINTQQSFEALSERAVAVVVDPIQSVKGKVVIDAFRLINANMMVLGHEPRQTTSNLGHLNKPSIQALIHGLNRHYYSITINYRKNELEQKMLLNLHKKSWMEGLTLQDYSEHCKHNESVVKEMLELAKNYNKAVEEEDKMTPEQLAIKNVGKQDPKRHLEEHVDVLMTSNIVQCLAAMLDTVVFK
* = called active by the depositor; i = inactive; . = no result given.

SMILES	Rin1 Abl inh	MT1-MMP act inh	SKN-1 block	FAS-TE inh	MLLE-PAM2 inh	NadD block	Neddyl block	CSN inh	Rpn11 inh
CC(NS(=O)(=O)c1cn(C)c(=O)n(C)c1=O)c1ccccc1 (stereo unspecified)	3	0	0	-3	-2	2	i	3	i
COc1cccc(Oc2cc(Cl)nc(N)n2)c1	1	0	21	-2	-7	-2	i	0	i
Cc1ccc(S(=O)(=O)N2CCN(C(=O)CCCN3C(=O)NC4(CCCC4)C3=O)CC2)cc1C	-2	-9	-1	-4	-32	1	i	2	i
COC(=O)[C@H](Cc1ccccc1)NC(=O)Cn1cnc2c(OCc3ccccc3)ncnc21	0	1	-4	4	5	-2	i	-7	i
Cc1cccc(C(=O)Oc2ccc3ccc(O)cc3c2)c1	1	0	3	9	-6	-5	i	0	i
CCCS(=O)(=O)N1CCN(S(=O)(=O)c2ccc(F)cc2)CC1	0	-2	-4	-3	-1	-6	i	5	i
[O-][n+]1ccccc1/C=C/c1ccccc1	-2	0	-7	-3	-8	2	i	-2	i
O=C(Nc1ccc(Cc2ccncc2)cc1)c1ccc(S(=O)(=O)N2CCCC2)cc1	6	-1	6	1	-9	2	i	3	i
C#CCOCCOCCOCCNc1nc(N2CCOCC2)nc(N2CCN(C(=O)[C@H](CCCCN)n3cc(CN)nn3)CC2)n1	5	-1	2	-7	-1	-4	i	14	i
O=C(CSc1cccc[n+]1[O-])c1cc2ccccc2o1	2	5	-14	-8	23	-3	i	-2	i
COC(=O)CCS(=O)(=O)c1nc(-c2ccccc2)cc(C(F)(F)F)n1	-3	-10	-2	19	34	-5	i	1	i
COc1ccc(C2=NN(Cc3c(F)cccc3Cl)C(=O)CC2)cc1	-2	-5	-4	14	-1	-6	i	4	i
COc1ccccc1-n1c(CNC(=O)c2ccco2)nnc1SCC(=O)Nc1ccc(F)cc1	-1	7	7	-5	6	1	i	1	i
O=[N+]([O-])c1cccc(N2Cc3ccccc3C2)c1	-7	-1	18	15	18	7	i	-2	i
Cc1c(NP(=O)(c2ccc(Br)cc2)c2ccc(Br)cc2)c(=O)n(-c2ccccc2)n1C	0	-4	6	16	8	8	i	-1	i
O=S(=O)(c1ccccc1Cl)N1CCCC1c1nc(-c2ccccc2Cl)no1 (stereo unspecified)	0	0	-4	18	1	-3	i	1	i
O=C(Nc1cccnc1)c1cc(-c2cccc(Br)c2)nc2ccccc12	-2	0	2	21	10	-5	i	1	i
Nc1cc(=O)[nH]c(SCC(=O)Nc2cc(Cl)ccc2Cl)n1	0	9	-8	-5	10	-4	i	-4	i
COc1ccccc1NC(=O)CN1CCN(CC(=O)Nc2cc(C)ccc2OC)CC1	1	-1	6	-4	5	-5	i	5	i
O=C(Cn1nc(C(F)F)cc1C(F)F)N/N=C/c1ccc2c(c1)OCO2	-5	3	-2	-6	-17	-6	i	-2	i
COc1ccc(OC)c2c1CCC2=O	4	-9	-21	-6	-8	-3	.	-4	i
CC(=O)Nc1ccc2nc(NC(=O)c3cccnc3)sc2c1	4	-3	3	-14	-7	-3	i	3	i
Cc1ccc(NNC(=O)C(O)(c2cccc(C(F)(F)F)c2)c2cccc(C(F)(F)F)c2)cc1	-1	-12	4	33	5	3	i	-21	i
CCOc1cc(/C=N/Nc2nc(Nc3ccccc3)nc(N3CCCCC3)n2)ccc1OCC(=O)O	-2	3	3	2	7	33*	i	-1	i
CC(=O)Nc1ccc(S(=O)(=O)N(C)CC(=O)OCC(=O)N2CCN(C(=O)c3ccco3)CC2)cc1	2	-2	15	-8	7	0	i	2	i
COc1ccccc1CNC(=O)CCC(=O)N1CCOc2ccc(Cl)cc21	0	3	11	5	8	-5	i	-2	i
Cc1ccccc1C(=O)N1c2ccccc2OCC1C(C)(C)C (stereo unspecified)	-1	0	4	12	7	-7	i	0	i
CCOC(=O)c1ccc(N(C(=O)c2ccco2)C(C(=O)NC2CCCCC2)c2ccncc2)cc1 (stereo unspecified)	0	0	10	2	-2	5	i	7	i
CCCCN(C)S(=O)(=O)c1c(C)[nH]c(=O)[nH]c1=O	4	0	11	-8	-3	2	i	0	i
COc1cccc(CNC(=O)CCC2CCCN(C(=O)c3ccc(F)c(Cl)c3)C2)c1 (stereo unspecified)	-1	3	-3	0	-1	0	i	3	i
CC(C)CC(=O)Nc1nc2c(c(=O)[nH]1)CCCC2	-1	-1	9	-1	9	4	i	1	i
CCc1ccc(N/C(SCc2ccccc2C)=C(/C#N)C(=O)NCc2ccco2)cc1	1	-1	3	19	-12	-3	i	-4	i
O=C(CNCc1ccc(F)cc1)Nc1ccc(C(=O)N2CCCCC2)cc1	5	5	-2	-7	-3	0	i	2	i
Cn1nc(C(F)(F)F)c(-c2cccc(C(F)(F)F)c2)c1NC(=O)c1nccnc1C(=O)O	1	3	-13	-7	-6	0	i	-1	i
CCN(CC(=O)Nc1ccc(OC)cc1)C(=O)c1cc(S(=O)(=O)N(C)C)ccc1N1CCCC1	3	2	1	7	-1	-7	i	3	i
CC(=O)C1=C(O)C(=O)N(c2ccc(Br)cc2)C1c1cccc(F)c1 (stereo unspecified)	-4	9	12	1	-8	10	i	1	i
Cc1nn(Cc2ccccc2)c(Cl)c1/C=C/C(=O)OC(C(=O)NC(N)=O)C(C)C (stereo unspecified)	1	0	-6	-6	-29	-3	i	0	i
COCCOC(=O)C1=C(C)OC(N)=C(C#N)C1c1ccc2c(c1)OCO2 (stereo unspecified)	0	-1	1	-2	2	2	i	-6	i
O=C(NCc1ccccn1)c1ccc(Cl)c(S(=O)(=O)NCc2ccccc2)c1	-2	0	12	-6	2	-1	i	-4	i
CCC(=O)NCC(=O)OCC(=O)c1ccccc1	1	-3	16	-1	-14	1	i	1	i
CN(C)CCNC(=O)/C=N/O	6	-1	-5	-8	8	-5	i	2	i
CC(=O)Nc1ccc(NC(=O)C(C)OC(=O)c2cccc(S(=O)(=O)N3CCCCC3)c2)cc1 (stereo unspecified)	2	1	5	-2	-4	2	i	0	i
Cc1ccc2c(Cl)cc(Cl)c(OCC(=O)NCCc3ccccn3)c2n1	-2	1	5	2	2	0	i	-5	i
Cc1nn(-c2ccccc2)c2c1C(c1ccc(Cl)cc1)N(c1ccccc1)C(=O)N2 (stereo unspecified)	1	-7	-8	27	18	15	i	-2	i
CC(=O)Nc1ccc(NC(=O)c2ccc(S(=O)(=O)N3CCCCCC3)cc2)cc1	-2	1	13	-2	-3	3	i	1	i

Retrieved one by one from the entries so far:
SMILES	Rin1 Abl inh	MT1-MMP act inh	SKN-1 block	FAS-TE inh	MLLE-PAM2 inh	NadD block	Neddyl block	CSN inh	Rpn11 inh
Cc1ccc2c(Cl)cc(Cl)c(OCC(=O)NCCc3ccccn3)c2n1	-2	1	5	2	2	0	i	-5	i
CC(=O)Nc1ccc(NC(=O)C(C)OC(=O)c2cccc(S(=O)(=O)N3CCCCC3)c2)cc1 (stereo unspecified)	2	1	5	-2	-4	2	i	0	i
Cn1nc(C(F)(F)F)c(-c2cccc(C(F)(F)F)c2)c1NC(=O)c1nccnc1C(=O)O	1	3	-13	-7	-6	0	i	-1	i

Among those listed so far, these contain a furan ring, fused or not.
SMILES	Rin1 Abl inh	MT1-MMP act inh	SKN-1 block	FAS-TE inh	MLLE-PAM2 inh	NadD block	Neddyl block	CSN inh	Rpn11 inh
O=C(CSc1cccc[n+]1[O-])c1cc2ccccc2o1	2	5	-14	-8	23	-3	i	-2	i
COc1ccccc1-n1c(CNC(=O)c2ccco2)nnc1SCC(=O)Nc1ccc(F)cc1	-1	7	7	-5	6	1	i	1	i
CC(=O)Nc1ccc(S(=O)(=O)N(C)CC(=O)OCC(=O)N2CCN(C(=O)c3ccco3)CC2)cc1	2	-2	15	-8	7	0	i	2	i
CCOC(=O)c1ccc(N(C(=O)c2ccco2)C(C(=O)NC2CCCCC2)c2ccncc2)cc1 (stereo unspecified)	0	0	10	2	-2	5	i	7	i
CCc1ccc(N/C(SCc2ccccc2C)=C(/C#N)C(=O)NCc2ccco2)cc1	1	-1	3	19	-12	-3	i	-4	i

Further records.
SMILES	Rin1 Abl inh	MT1-MMP act inh	SKN-1 block	FAS-TE inh	MLLE-PAM2 inh	NadD block	Neddyl block	CSN inh	Rpn11 inh
COCCNC(=O)CN1CCC(NC(=O)Nc2ccc(C(F)(F)F)cc2)CC1	1	-3	-3	2	-2	-6	i	-5	i
COc1ccc(CC(=O)NCC(=O)N/N=C/c2cc(Br)ccc2OC)cc1	-6	3	1	28	-4	3	i	1	i
CC1(c2ccccc2)NC(=O)N(CC(=O)Nc2cc3c(cc2Br)OCCO3)C1=O (stereo unspecified)	-2	2	-10	-4	-12	-3	i	-3	i
CC(=O)N1CCC(C(=O)OCc2ccc(Cl)cc2)(c2ccccc2)CC1	0	-3	12	17	-13	1	i	2	i
CCCCNC(=O)C1(C)CCCCN1C(=O)c1ccc2c(c1)C(C)(C)CCC2(C)C (stereo unspecified)	0	-13	14	0	-1	1	i	-2	i
CN(C)C(CNC(=O)c1ccc(S(=O)(=O)NCc2ccco2)cc1)c1ccccc1 (stereo unspecified)	-2	-2	0	-9	4	1	i	0	i
O=C(Nc1ccnn1C1CCN(C(=O)Cc2ccccc2F)CC1)C1CC1	0	2	-10	-2	8	-8	i	-4	i
CCOC(=O)C1C(=O)OC2(CCOC(C)(C)C2)C1C(=O)OCC (stereo unspecified)	0	1	3	-5	5	1	i	0	i
COc1ccc(N2CCN(CCCNC(=O)Nc3ccccc3)CC2)cc1	-3	4	-10	-5	-13	-6	i	1	i
OC(CNCCc1ccc(Cl)cc1)COc1cc(Cl)ccc1Cl (stereo unspecified)	2	-1	-23	12	0	-4	i	6	i
Cc1ccc2c(c1)C(c1ccccc1)CC(=O)O2 (stereo unspecified)	2	0	7	11	-1	-6	i	-2	i
COC(C[C@@H](O)[C@@H](C)[C@@H](O)COCc1ccccc1)OC	5	5	7	-6	4	0	i	0	i

In the list so far, these have an aryl thioether with sulfur outside any ring.
SMILES	Rin1 Abl inh	MT1-MMP act inh	SKN-1 block	FAS-TE inh	MLLE-PAM2 inh	NadD block	Neddyl block	CSN inh	Rpn11 inh
O=C(CSc1cccc[n+]1[O-])c1cc2ccccc2o1	2	5	-14	-8	23	-3	i	-2	i
COc1ccccc1-n1c(CNC(=O)c2ccco2)nnc1SCC(=O)Nc1ccc(F)cc1	-1	7	7	-5	6	1	i	1	i
Nc1cc(=O)[nH]c(SCC(=O)Nc2cc(Cl)ccc2Cl)n1	0	9	-8	-5	10	-4	i	-4	i
